Bioassay records deposited in PubChem BioAssay by several laboratories.
NALP1 yeast inh: NALP1 inflammasome inhibitors in reconstituted yeast, colorimetric, S. cerevisiae, triplicate retest | S. cerevisiae NALP1/ASC/caspase-1 growth, X-gal OD620, 72 h | inhibition, % at 10 µM | 280,000 compounds, 0.61% hits | AID 2071, 2009; in the data active means inhibition mostly above about 24%, no sharp cut-off; inactive means mostly below about 32%; further: some compounds called inactive have numbers as strong as hits
OXTR agonist: human OXTR agonists, primary screen, fluorescence, CHO-OTR cells, Fluo-8 calcium; Oxytocin receptor (Homo sapiens), P30559; Fluo-8 calcium fluorescence; normalized: DMSO 0%, oxytocin 100%; activation, % at 3 µM; 320,000 compounds, 0.32% hits;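 active means activation above the mean of all tested compounds plus 3 SD, cutoff set per screening run, cut at about 20% in these data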;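 further: peak over basal fluorescence ratio from a 100 s FLIPR kinetic read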
MEKK2 mut-MEK5: MEK5 binding signal on mutant MEKK2 PB1, primary screen, biochemical, multiplex bead flow cytometry, Alexa488-MEK5. Alexa488-MEK5 binding to MEKK2 mutant. percent response, % at 10 µM. 290,000 compounds, 0.35% hits; in the data active means percent response above about 24%, passing the limit was not always enough; further: inactives centre near 1; some results filed as inactive read as strong as hits; reference of the scale not given here
MEKK2wt PB1 HTS: modulators of MEK5 binding to wildtype MEKK2, primary screen, biochemical, multiplex bead flow cytometry, Alexa488-MEK5; Mitogen-activated protein kinase kinase kinase 2 (Homo sapiens), Q9Y2U5; AID 1531, 2009; binding response (% of control), % at 10 µM; Alexa488-MEK5 binding to MEKK2 WT; actives lie on both sides; 290,000 compounds, 1.1% hits; in the data active means binding response below about 67% or above about 130%
PfM18AAP inh: PfM18AAP inhibitors, malaria aminopeptidase, primary screen, biochemical, QFRET, recombinant enzyme | M18 aspartyl aminopeptidase (Plasmodium falciparum 3D7) | H-Glu-NHMec fluorogenic cleavage | inhibition, % at 7.35 µM | 290,000 compounds, 1.2% hits | AID 1822, 2009;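 active means inhibition above the campaign mean inhibition over all tested compounds plus 3 SD, cut at about 28% in these data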;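 further: 0% = plate median of test compound wells and 100% = 2 mM ZnCl2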
GPR7 antagonist: GPR7 receptor antagonists, primary screen, cell-based, fluorescence, single concentration; GPR7-expressing cells, fluorescence antagonist assay; Neuropeptides B/W receptor type 1 (Homo sapiens), P48145; 290,000 compounds, 1.1% hits; inhibition, % at 4.4 µM; in the data active means inhibition above about 16%, passing the limit was not always enough;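 further: cells stimulated with the agonist NPW; 0% = agonist with vehicle and 100% = vehicle without agonist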
FID counter: compounds displacing fluorescent DNA intercalator, primary screen, artefact control for HCV NS3 helicase inhibitor project, biochemical, FID fluorescence; DNA fluorescent intercalator displacement; AID 1845, 2009; 290,000 compounds, 0.17% hits; inhibition, % at 7.9 µM; in the data active means inhibition above about 37%;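 further: 0% = vehicle and 100% = reference compound; higher means more ethidium bromide displaced from hairpin DNA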
PHOSPHO1 block: PubChem AID 1565; inhibition, % at 13.3 µM; 290,000 compounds, 1.1% hits; Phosphoethanolamine/phosphocholine phosphatase (Homo sapiens), Q8TCT1; recombinant PHOSPHO1, absorbance phosphatase assay; in the data active means inhibition above about 60%
Target sequence (Q8TCT1 whole entry, looked up): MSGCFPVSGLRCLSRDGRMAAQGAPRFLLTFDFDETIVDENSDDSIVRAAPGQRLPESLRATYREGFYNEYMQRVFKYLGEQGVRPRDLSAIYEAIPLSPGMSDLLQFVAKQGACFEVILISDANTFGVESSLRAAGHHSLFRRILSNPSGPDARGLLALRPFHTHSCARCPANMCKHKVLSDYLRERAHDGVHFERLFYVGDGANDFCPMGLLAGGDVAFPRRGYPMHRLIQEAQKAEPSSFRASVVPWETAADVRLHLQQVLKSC
MEKK3 PB1 HTS: modulators of MEKK3-MEK5 PB1 binding, primary screen, biochemical, wildtype MEKK3, multiplex bead flow cytometry, Alexa488-MEK5 | bead-based flow cytometry, Alexa488-MEK5 binding to MEKK3; actives lie on both sides; 0 = blocked by unlabeled MEK5, 100 = vehicle | binding response (% of control), % at 10 µM | 290,000 compounds, 1.4% hits | Mitogen-activated protein kinase kinase kinase 3 (Homo sapiens), Q99759;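 active means binding response more than 3 SD above or below the average of its plate-row segment, actives on both sides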;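 further: Alexa488 bead fluorescence after subtracting the streptavidin-only scavenger bead signal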
Target sequence (Q99759 whole entry, looked up): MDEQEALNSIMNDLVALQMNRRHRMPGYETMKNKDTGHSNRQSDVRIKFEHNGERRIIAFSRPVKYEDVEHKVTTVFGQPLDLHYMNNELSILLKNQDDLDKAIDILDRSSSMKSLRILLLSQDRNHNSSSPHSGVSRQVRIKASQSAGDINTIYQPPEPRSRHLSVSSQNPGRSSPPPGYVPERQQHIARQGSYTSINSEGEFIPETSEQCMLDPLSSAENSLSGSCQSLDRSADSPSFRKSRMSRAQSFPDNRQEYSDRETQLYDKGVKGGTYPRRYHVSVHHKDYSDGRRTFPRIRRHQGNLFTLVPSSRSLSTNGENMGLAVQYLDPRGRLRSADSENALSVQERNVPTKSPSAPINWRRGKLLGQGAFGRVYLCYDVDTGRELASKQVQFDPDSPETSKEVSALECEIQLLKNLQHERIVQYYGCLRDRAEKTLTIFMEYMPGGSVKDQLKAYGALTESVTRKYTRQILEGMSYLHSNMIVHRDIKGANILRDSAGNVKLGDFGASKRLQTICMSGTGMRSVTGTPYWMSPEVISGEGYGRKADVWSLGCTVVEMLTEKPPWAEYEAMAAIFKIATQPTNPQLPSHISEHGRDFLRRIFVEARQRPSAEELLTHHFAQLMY
* = called active by the depositor; . = no result given. Compounds were not picked by outcome; any-hit rate near 6.2%.

Values run as follows: MEKK2 mut-MEK5 | PfM18AAP inh | FID counter | PHOSPHO1 block | NALP1 yeast inh | MEKK3 PB1 HTS | MEKK2wt PB1 HTS | OXTR agonist | GPR7 antagonist
[1] CCC1CN(C(=O)NCc2ccc(F)cc2)c2cc(Cl)ccc2O1 (stereo not given)
  -1 | 4 | -21 | 18 | 2 | 91 | 92 | . | -14
[2] CCOC(=O)N1CCN(C(=O)c2ccc(OCC)c(OCC)c2)CC1
  13 | -1 | -11 | -7 | 8 | 98 | 107 | -0.3 | -5
[3] COc1ccc(-c2noc(C3CCCN(C(=O)c4cccc(F)c4)C3)n2)cc1 (stereo not given)
  2 | 6 | -23 | 39 | 2 | 100 | 104 | 0.8 | -17
[4] O=C(NCCOC(=O)c1c(F)cccc1Cl)c1c(F)cccc1Cl
  1 | 1 | -9 | 20 | 14 | 102 | 102 | . | 2
[5] CCN(CC)c1nc(N)c2c(N)n(-c3ccccc3C)c(=S)c(C#N)c2c1C#N
  1 | 1 | -13 | -47 | 7 | 101 | 98 | 0.1 | 0
[6] O=C(Nc1nnc(-c2ccccc2Cl)s1)C1CCN(S(=O)(=O)c2ccc(Cl)cc2)CC1
  0 | 1 | 1 | 3 | 30 | 140* | 100 | 1.1 | 3
[7] O=C(COc1cccc(Cl)c1)N/N=C\c1cc2ccccc2nc1Cl
  16 | 2 | 0 | 0 | 51 | 102 | 102 | 1.0 | 10
[8] COC(=O)c1ccc(NC(=S)NC(=O)c2c(-c3ccccc3)noc2C)cc1
  -4 | 0 | 0 | -10 | -2 | 99 | 95 | -0.8 | -6
[9] COc1ccc(CCn2nnnc2C(c2ccc(Cl)cc2)N2CCN(C)CC2)cc1OC (stereo not given)
  4 | 7 | 17 | -14 | 15 | 98 | 102 | 0.2 | -3
[10] CCN(CC)CCCn1c(=S)[nH]c2cc(Cl)ccc2c1=O
  -1 | -7 | 6 | 0 | 2 | 97 | 104 | 1.4 | -12
[11] CC1=C(C(=O)OC(C)C)C(c2cccc(F)c2)n2ncnc2N1 (stereo not given)
  7 | 1 | -10 | -2 | 30 | 104 | 104 | -3.0 | -7
[12] O=C(Nc1ccccc1)N1CCN(Cc2ccc(Cl)cc2)CC1
  1 | -11 | -15 | 12 | 14 | 99 | 103 | 3.3 | 7
[13] CCCOC(=O)c1cc(=O)[nH]c2ccccc12
  5 | -1 | -24 | 7 | 6 | 108 | 109 | -0.7 | -5
[14] Cc1ccc(C(=O)Nc2cccnc2)cc1S(=O)(=O)N1CCOCC1
  10 | -14 | 0 | -7 | 9 | 129* | 125 | -0.1 | -4
[15] Cc1cc(NC(=O)CSc2nnc(-c3cccnc3)n2Cc2ccccc2)no1
  -7 | -3 | -22 | 32 | -12 | 85 | 88 | 0.1 | 0
[16] CO/N=C/NC(=O)c1ccc([N+](=O)[O-])c(CS(=O)(=O)c2ccc(Cl)cc2)c1
  1 | 3 | 1 | 14 | 3 | 104 | 102 | 0.3 | -7
[17] COc1ccc(CCNC(=O)CSc2nncs2)cc1
  -1 | 2 | 1 | -9 | 10 | 104 | 102 | 0.7 | 4
[18] CCOC(=O)c1cccc(NS(=O)(=O)c2c(C)[nH]c(C)c2C(=O)N2CCCC2)c1
  -1 | 2 | -15 | 15 | 30 | 105 | 102 | 0.8 | -14
[19] O=C(NCCOc1ccccc1)c1cncc(Br)c1
  -8 | 11 | -2 | 5 | -12 | 89 | 93 | -0.6 | -1
[20] Cc1cc(C)n(CCN(C)c2nc3nonc3nc2N2CCCCC2)n1
  2 | -3 | -9 | -7 | 6 | 98 | 99 | 0.1 | -22

An excerpt of these results, in transposed form.
6: O=C(Nc1nnc(-c2ccccc2Cl)s1)C1CCN(S(=O)(=O)c2ccc(Cl)cc2)CC1
7: O=C(COc1cccc(Cl)c1)N/N=C\c1cc2ccccc2nc1Cl
8: COC(=O)c1ccc(NC(=S)NC(=O)c2c(-c3ccccc3)noc2C)cc1
9: COc1ccc(CCn2nnnc2C(c2ccc(Cl)cc2)N2CCN(C)CC2)cc1OC (stereo not given)
10: CCN(CC)CCCn1c(=S)[nH]c2cc(Cl)ccc2c1=O
11: CC1=C(C(=O)OC(C)C)C(c2cccc(F)c2)n2ncnc2N1 (stereo not given)
12: O=C(Nc1ccccc1)N1CCN(Cc2ccc(Cl)cc2)CC1
13: CCCOC(=O)c1cc(=O)[nH]c2ccccc12
14: Cc1ccc(C(=O)Nc2cccnc2)cc1S(=O)(=O)N1CCOCC1
15: Cc1cc(NC(=O)CSc2nnc(-c3cccnc3)n2Cc2ccccc2)no1
Screen / compound no. | 6 | 7 | 8 | 9 | 10 | 11 | 12 | 13 | 14 | 15
MEKK2 mut-MEK5 | 0 | 16 | -4 | 4 | -1 | 7 | 1 | 5 | 10 | -7
PfM18AAP inh | 1 | 2 | 0 | 7 | -7 | 1 | -11 | -1 | -14 | -3
FID counter | 1 | 0 | 0 | 17 | 6 | -10 | -15 | -24 | 0 | -22
PHOSPHO1 block | 3 | 0 | -10 | -14 | 0 | -2 | 12 | 7 | -7 | 32
NALP1 yeast inh | 30 | 51 | -2 | 15 | 2 | 30 | 14 | 6 | 9 | -12
MEKK3 PB1 HTS | 140* | 102 | 99 | 98 | 97 | 104 | 99 | 108 | 129* | 85
MEKK2wt PB1 HTS | 100 | 102 | 95 | 102 | 104 | 104 | 103 | 109 | 125 | 88
OXTR agonist | 1.1 | 1.0 | -0.8 | 0.2 | 1.4 | -3.0 | 3.3 | -0.7 | -0.1 | 0.1
GPR7 antagonist | 3 | 10 | -6 | -3 | -12 | -7 | 7 | -5 | -4 | 0

Later entries.
Values run as follows: MEKK2 mut-MEK5 | PfM18AAP inh | FID counter | PHOSPHO1 block | NALP1 yeast inh | MEKK3 PB1 HTS | MEKK2wt PB1 HTS | OXTR agonist | GPR7 antagonist
[21] O=C(CSc1nnc(-c2ccc3c(c2)OCCO3)o1)NC1CCCCC1
  4 | -2 | 0 | 9 | 12 | 103 | 105 | 1.0 | -10
[22] Cn1cc(S(=O)(=O)NCc2ccc(Cl)cc2)c(=O)n(C)c1=O
  -19 | -5 | 0 | 4 | . | 87 | 95 | -0.3 | -3
[23] O=c1c2ccc(Cl)cc2[nH]c(=S)n1CCCN1CCOCC1
  -1 | -4 | -1 | 0 | -34 | 101 | 101 | -0.1 | -6
[24] O=C1C=C(NCc2ccc(Cl)cc2Cl)C2(CCCCC2)O1
  7 | -8 | -13 | -1 | 14 | 111 | 112 | 11 | 21*
[25] CCN(Cc1ccccc1)S(=O)(=O)c1ccc(C(=O)N(CCCN(C)C)c2nc3ccc(F)cc3s2)cc1
  38* | 2 | 26 | -12 | 33 | 104 | 210* | 4.7 | 1
[26] O=C(O)C1CC(=O)N(C2CCCCCC2)C1 (stereo not given)
  16 | -6 | -1 | 1 | 5 | 105 | 112 | -0.2 | -2
[27] O=C(NCc1ccccn1)c1cccc(NS(=O)(=O)c2cccc(Cl)c2)c1
  0 | -14 | -21 | -9 | 23 | 105 | 105 | 0.9 | -3
[28] CCC(=O)N1CCc2cc(S(=O)(=O)NCCC(=O)N3CCN(c4cccc(C)c4)C(C)C3)ccc21 (stereo not given)
  -16 | -4 | -58 | 48 | 27 | 85 | 83 | 10.0 | 6
[29] CN1C(=O)C(C)(C)c2cc(S(=O)(=O)N3CCCCCC3)ccc21
  3 | 3 | -26 | 12 | 5 | 100 | 99 | -0.4 | -6
[30] CCOc1ccc(Br)cc1S(=O)(=O)Nc1ccc(C(=O)Nc2ccccc2OC)cc1
  1 | 0 | -13 | -5 | 27 | 103 | 101 | 0.8 | -10
[31] CN(C)c1ccc(C(CNS(=O)(=O)c2ccc(F)c(F)c2)c2c[nH]c3ccccc23)cc1 (stereo not given)
  2 | 5 | 0 | -5 | 24 | 101 | 104 | -0.8 | -22
[32] COC(=O)C1=C(C)N(Cc2ccccc2)C(=O)N[C@H]1c1cccs1
  2 | . | . | 26 | -3 | 103 | 91 | -0.8 | .
[33] CCN1CCN(C(=O)c2cc3cc4ccc(OC)cc4nc3s2)CC1
  4 | -1 | 1 | 12 | 27 | 103 | 103 | 5.4 | 7
[34] Cc1ccc(NC(=O)C2CCC(N3C(=O)C4CCCCC4C3=O)CC2)cc1 (stereo not given)
  -1 | -1 | -19 | 14 | -3 | 103 | 102 | 3.5 | -4
[35] CCN(CC)CCSc1nc2ccccc2c(=S)n1-c1ccccc1
  -8 | 12 | 45* | -14 | -2 | 105 | 120 | 4.0 | 40*
[36] Cc1ccc(O)c(NC(=O)CN(C)S(=O)(=O)c2ccc(Cl)cc2)c1
  1 | 5 | -7 | 24 | -24 | 99 | 97 | 0.3 | -7
[37] COc1cc(OC)c2c(-c3ccccc3)cc(=O)oc2c1C(CC(=O)N1CCCC1)c1ccc2c(c1)OCO2 (stereo not given)
  5 | . | . | 40 | -5 | 109 | 112 | -0.7 | .
[38] COc1ccc(NC(=O)c2cccs2)cc1
  6 | 3 | 1 | -12 | 28 | 86 | 96 | 0.3 | -8
[39] CC(=O)CC1(C)OC(N)=C(C#N)C1(C#N)C#N (stereo not given)
  0 | 10 | -2 | -7 | 20 | 100 | 100 | 0.8 | -4
[40] Cc1ccc2c(c1)-c1c(ssc1=S)C(C)(C)N2C(=O)CN1C(=O)c2ccccc2C1=O
  0 | -2 | 3 | 50 | 2 | 98 | 95 | -0.1 | 0

Further results.
Values run as follows: MEKK2 mut-MEK5 | PfM18AAP inh | FID counter | PHOSPHO1 block | NALP1 yeast inh | MEKK3 PB1 HTS | MEKK2wt PB1 HTS | OXTR agonist | GPR7 antagonist
[41] CCN(Cc1ccccc1)S(=O)(=O)c1cc(C(=O)OC)n(C)c1
  3 | 5 | -31 | -25 | 13 | 99 | 102 | -1.4 | -5
[42] COc1ccccc1Nc1ncnc2sccc12
  -1 | 0 | 0 | -18 | 4 | 97 | 99 | -0.7 | 12
[43] Cc1cc(NC(=O)CSc2nnc(C3COc4ccccc4O3)o2)no1 (stereo not given)
  16 | 23 | -9 | 9 | -9 | 102 | 107 | 0.6 | -12
[44] O=[N+]([O-])c1cccc(NC(=S)Nc2nc(-c3ccc(Cl)cc3Cl)cs2)c1
  8 | 2 | 1 | 28 | 2 | 105 | 103 | 0.1 | -5
[45] O=C(COc1ccccc1)NC1CCCc2ccccc21 (stereo not given)
  -1 | -1 | -16 | -2 | 10 | 101 | 103 | -2.8 | -11
[46] CCc1ccc(OCc2nnc(SCC(=O)Nc3cccc(C(=O)N4CCOCC4)c3)o2)cc1
  4 | -2 | -28 | -11 | 24 | 109 | 106 | 0.4 | -10
[47] Cc1ccc(S(=O)(=O)N2CCN3CCCC3C2)cc1 (stereo not given)
  11 | -4 | -9 | 9 | 6 | 102 | 102 | 0.2 | -10
[48] O=C(NCCSCc1c(F)cccc1Cl)c1ccc(CN2CCOCC2)cc1
  0 | -3 | -12 | 20 | 38 | 103 | 105 | 2.2 | -6
[49] c1ccc(CSc2nnc(-c3ccco3)n2Cc2ccco2)cc1
  -4 | -41 | -29 | 37 | 14 | 102 | 95 | -2.0 | 8
[50] Cc1ccccc1NC(=S)/C(=C(\[O-])c1cc(C)n(Cc2ccccc2Cl)c1C)[n+]1ccccc1
  13 | 7 | -7 | -1 | 4 | 107 | 113 | 0.1 | -9
